# HCMV inh: human cytomegalovirus inhibition. HFF cells, HCMV-luciferase reporter, 72 h; hits give low values. activity change, negative = inhibition, % at 57.5 µM. hit rate 4.5% among 410,000. AID 1259415; in the data active = activity change below about -60%; inconclusive = no clear call, values can overlap the other calls; inactive = above about -39%
#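 Two-dose cell screen: HFF monolayers treated with compounds and infected with luciferase-expressing HCMV at 1 PFU/cell, 72 h at 37C, then lysed for luciferase measurement.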
# AmpC inh detg: AmpC beta-lactamase inhibition with detergent present. P00811. AmpC hydrolysis of nitrocefin, absorbance 480 nm, 0.01% Triton. Potency, µM (doses to about 114 µM), for inactives: at the highest dose activity change, negative = inhibition, most hits filed as inhibitors. hit rate 0.041% among 370,000. AID 485294; active = well fitted inhibition curve with a large enough effect; inconclusive = small, poorly fitted or top-dose-only effect;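 also: potency is read from the fitted curve at half-maximal effect; 0% = no-compound wells and -100% = no-enzyme wells; nearly all actives have a fitted effect of over 25% in size; some results filed as inactive show a strong effect at the top dose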
# Target sequence (P00811 whole entry, looked up): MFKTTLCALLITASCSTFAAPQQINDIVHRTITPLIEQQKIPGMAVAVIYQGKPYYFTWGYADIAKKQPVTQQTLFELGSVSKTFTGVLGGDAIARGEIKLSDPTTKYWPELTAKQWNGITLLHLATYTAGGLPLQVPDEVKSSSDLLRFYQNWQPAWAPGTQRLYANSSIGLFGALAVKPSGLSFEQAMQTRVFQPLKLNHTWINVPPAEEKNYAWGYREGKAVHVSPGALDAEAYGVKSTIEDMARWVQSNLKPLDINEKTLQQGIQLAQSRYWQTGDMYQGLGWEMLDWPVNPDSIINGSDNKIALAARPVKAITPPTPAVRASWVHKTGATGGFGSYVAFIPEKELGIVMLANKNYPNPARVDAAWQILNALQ
#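 AmpC (5.3 nM in the dispensed reagent) in 20 mM phosphate pH 7.0 with 0.01% (detergent screen) or 0.0001% Triton X-100 was preincubated with compounds for 15 min at room temperature. Nitrocefin was then added from an 800 uM solution, and hydrolysis was followed at 480 nm.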
# * marks the source's active call; other numbers are inactive results; ? = inconclusive. Unless noted, % is scaled to controls: 0 for no effect and ±100 for the full control effect. Not all compounds are listed, so the mix of outcomes need not match the whole.
Structure	HCMV inh	AmpC inh detg
COc1ccc(S(=O)(=O)Nc2cccc(-c3ccc(N4CCCC4)nn3)c2)cc1F	16	21%
Cn1cnc(S(=O)(=O)N2CCCC(C(=O)Nc3ccc(OC(F)(F)F)cc3)C2)c1 (stereo not given)	56	0%
O=C(Cn1nnc2sc(-c3ccccc3)cc2c1=O)Nc1cccc(C(F)(F)F)c1	6	3%
Cc1ccc(NC(=O)Cn2c(=O)n(Cc3ccccc3)c(=O)c3c(C)c(C(=O)N(C)C)sc32)c(C)c1	-23	-1%
Cc1ccc(Nc2c(-c3ccc(C)s3)nc3ncccn23)cc1	-24	-4%
CCOc1ccccc1NC(=O)CN1C(=O)C2(SCC(=O)N2c2cccc(F)c2)c2ccccc21 (stereo not given)	27	0%
CCc1cccc(C)c1NC(=O)Cn1cnc2c1c(=O)n(C)c(=O)n2C	-5	4%
Cc1nn(CC(=O)NC(C)c2ccccc2)c(=O)c2cc3occc3n12 (stereo not given)	-14	-5%
Cc1cc(-n2ccnc(NCCc3ccc(S(N)(=O)=O)cc3)c2=O)ccc1Br	-6	-3%
COc1ccc(N2CCN(C(=O)CSc3n[nH]c(-c4ccccc4)n3)CC2)cc1	-13	20%
CCN1C(=O)C2(c3ccccc31)c1c(oc3ccccc3c1=O)C(=O)N2CCOC (stereo not given)	-7	11%
Cc1ccc(C2c3[nH]c4ccccc4c3CCN2C(=O)CCc2ccccc2)cc1 (stereo not given)	-86*	-1%
COc1cc(NC(=O)N2CCN(c3cc(-c4noc(C)n4)ccc3C)CC2)cc(OC)c1OC	-6	2%
CCOc1ccc(NC(=O)N(Cc2c[nH]c3ccccc23)C2CCCCC2)cc1	62	-1%
O=C(COc1ccccc1F)Nc1ccc(Cl)c(-c2nc3ccccc3[nH]2)c1	-36	?
COc1ccccc1CNC(=O)CCC1N=C2c3ccccc3N=C(SCC(=O)Nc3ccc(F)cc3)N2C1=O (stereo not given)	16	-4%
O=S1(=O)c2ccccc2N(Cc2cccc(F)c2)c2ccccc21	-20	0%
CCNC(=O)CC1C(=O)N(c2ccc(F)cc2)C(=O)N1CCOC (stereo not given)	10	5%
COc1ccc(CCNCc2c(C(=O)O)c(C)n(Cc3ccccc3C)c2C)c(OC)c1	10	15%
CCc1cccc(NC(=O)Cn2ccn3nc(-c4ccc(OC)c(OC)c4)cc3c2=O)c1	0	-2%
CCc1cccc(C)c1NS(=O)(=O)c1cc2[nH]c(=O)c(=O)[nH]c2cc1C	-11	15%
CCOC(=O)COc1ccccc1C1C(C(=O)OC)=C(C)NC2=C1C(=O)c1ccccc12 (stereo not given)	-9	-10%
COCCn1ccc2c(OCC(=O)Nc3c(C)cc(C)cc3C)cccc2c1=O	9	2%
CCCCNC(=O)c1cc(-c2ccc(Cl)c(Cl)c2)on1	28	14%
COc1ccc(CCNC(=O)C2CCN(S(=O)(=O)c3c(C)noc3/C=C/c3ccc(C)cc3)CC2)cc1OC	3	23%
CCCSc1nc(=O)c2c(n1C)NC(=O)CC2c1cccc(F)c1F (stereo not given)	-10	20%
CCCCOc1ccc(S(=O)(=O)Nc2ccc(-c3ccc(N4CCCCCC4)nn3)cc2)cc1	34	20%
COc1cccc(C(=O)Nc2ccc3nc(SCCOc4ccccc4)sc3c2)c1	-23	5%
Cc1noc(C)c1S(=O)(=O)Nc1ccc(C(=O)Nc2ccc(Br)cc2)cc1	-9	-1%
COc1ccccc1NC(=O)c1c(C)cc(C)nc1SCC(=O)Nc1ccc(C)cc1	-25	-7%

# 2 entries picked at random from the list so far, as already listed:
Structure	HCMV inh	AmpC inh detg
O=S1(=O)c2ccccc2N(Cc2cccc(F)c2)c2ccccc21	-20	0%
COc1ccccc1NC(=O)c1c(C)cc(C)nc1SCC(=O)Nc1ccc(C)cc1	-25	-7%

# Remaining list, next part.
Structure	HCMV inh	AmpC inh detg
CCc1ccc(C(=O)c2cn(CC(=O)Nc3ccc4c(c3)OCCO4)c3ccc(CC)cc3c2=O)cc1	1	3%
CC(C)NC(=O)Nc1ccc2c(c1)N(C)C(=O)c1ccccc1S2	10	6%
Nc1c(C(=O)Nc2ccc(F)cc2)sc2nc(-c3cccs3)cc(C(F)(F)F)c12	-22	14%
COc1ccc(-n2ncc3c(NC4CCCC4)ncnc32)cc1	4	2%
COCCNC(=O)Cn1cc(S(=O)(=O)Cc2ccccc2Cl)c2ccccc21	0	14%
O=S(=O)(Nc1ccc(C(F)(F)F)cc1)c1ccc2c(c1)OCCO2	-17	-2%
COc1ccc(OC)c(CNC(=O)Cc2ccc(NC(=O)N3CCCCc4ccccc43)cc2)c1	11	18%
Cc1oc2ccc(O)c(CN(C)Cc3ccccc3)c2c1C(=O)Nc1ccccc1	-81*	5%
CCOC(=O)N1CCc2c(sc(NCc3sccc3C)c2C(=O)Nc2cc(Cl)ccc2OC)C1	13	11%
COc1ccccc1N1CCN(C(=O)c2cc3c(=O)n(Cc4ccco4)ccc3nc2C)CC1	-28	15%
Cc1cccc(OCc2cc(=O)n3c4c(sc3n2)CCCC4)c1C	11	6%
COc1ccc2c(c1)c(=O)c(S(=O)(=O)c1ccc(F)cc1)cn2Cc1ccccc1Cl	3	-4%
CN(C)CCNC(=O)CN1N=C(c2ccccc2)CCC1=O	-17	12%
CCc1c(C)sc2c1CCN(Cc1ccc(F)cc1)C2c1ccccc1 (stereo not given)	-98*	-1%
CC(=O)c1ccc(N2CCN(C(=O)c3cn(C)c(=O)c4c3c3ccccc3n4C)CC2)cc1	23	18%

# Reprinted from the part before: 2 entries, followed by the next part.
Structure	HCMV inh	AmpC inh detg
CCc1c(C)sc2c1CCN(Cc1ccc(F)cc1)C2c1ccccc1 (stereo not given)	-98*	-1%
CC(=O)c1ccc(N2CCN(C(=O)c3cn(C)c(=O)c4c3c3ccccc3n4C)CC2)cc1	23	18%
COc1ccc(C)cc1NC(=O)CSc1nc(=O)n(Cc2ccccn2)c2c1CCC2	-12	1%
COc1cc(Cl)c(NS(=O)(=O)c2ccc(-c3coc(C)n3)cc2)c(OC)c1	-26	0%
N#Cc1ccccc1NC(=O)CSc1nc(-c2ccccc2)cc(C(F)(F)F)c1C#N	-23	16%
Oc1c(C(c2ccccc2)N2CCC(O)CC2)sc2nc(-c3ccco3)nn12 (stereo not given)	-5	1%
Cc1cccc2sc(N3CCN(C(=O)CS(=O)(=O)c4ccc(F)cc4)CC3)nc12	-21	5%
COc1ccccc1-c1cc(C(F)(F)F)nc(S(=O)(=O)CCCC(=O)Nc2ccc(F)c(Cl)c2)n1	10	9%
CCOc1ccc(N2CC(c3nc4ccccc4n3CCCOc3ccc(OC)cc3)CC2=O)cc1 (stereo not given)	-2	-6%
CCn1c(=O)c2cc(C(=O)N(C)c3cc(Cl)c(OC)cc3OC)sc2c2ccccc21	2	18%
Cc1ccc(Cl)cc1-n1nnc(-c2nsc(NC(=O)c3ccccc3Cl)n2)c1C	0	5%
Cc1ccc(C)c(NC(=O)NCc2ccc3c(c2)CCN3C(=O)c2ccccc2)c1	11	23%
COC(=O)CN1C(=O)CSc2ccc(S(=O)(=O)Nc3ccccc3)cc21	-22	5%
CC(=O)N1CCc2c(sc3c2c(=O)n(Cc2ccccc2)c(=O)n3CC(=O)Nc2ccc(C)c(F)c2)C1	?	2%
Cn1c(C(=O)NCc2ccc(F)cc2)cc2cc(S(=O)(=O)N3CCCCC3)ccc21	?	11%
COc1ccc(N(Cc2cccs2)C(=O)Nc2cccc(Cl)c2)cc1	-8	14%
Cc1nc(-c2ccc(S(=O)(=O)NCc3ccc(OC(C)C)cc3)cc2)co1	-19	-4%
COc1ccc(C2CC(=O)Nc3cc4c(cc32)OCO4)c(OC)c1 (stereo not given)	19	7%
COc1ccc(C)cc1NC(=O)Cn1c(=O)ccc2cc(S(=O)(=O)N3CCC(C)CC3)ccc21	-114*	1%
Cc1ccc(C(=O)Nc2ccc3c(c2)n(C)c(=O)c(=O)n3C)cc1	-20	17%
CCOc1ccc(C(=O)N2CCc3cc(OC)c(OC)cc3C2COc2ccc3c(C)cc(=O)oc3c2)cc1OCC (stereo not given)	9	-3%
CCCN1C(C(=O)c2ccccc2)=C(OC(=O)c2ccc(F)cc2)c2ccccc2S1(=O)=O	-90*	18%
COC(=O)c1scc(-c2ccc(C)cc2)c1S(=O)(=O)Nc1ccc(F)cc1F	9	-4%
Nc1c(-c2nc(-c3cccs3)no2)nnn1-c1ccccc1Cl	23	14%
COC(=O)c1ccccc1NC(=O)CCn1c(=O)c2cccn2c2cccnc21	-17	-1%
Cc1ccc(Cl)cc1NC(=O)Nc1cn(CC(C)C)c(=O)c2ccccc12	-12	5%
Cc1cccc(C)c1NC(=O)Cn1cc(C(=O)C2CC2)c2ccccc21	-14	23%
CC(C)c1nc2n(n1)C1(CCCCC1)[C@@H]1CCCC[C@@H]1N2	-14	18%
COc1ccc(NC(=O)CSc2cc(-c3ccccc3)nc(C)n2)cc1	11	?
CC(C)(C)c1ccc(S(=O)(=O)N2CCN(C(=O)c3cc(-c4ccc(Br)cc4)n[nH]3)CC2)cc1	0	9%
CCc1ccccc1NC(=O)Cn1c(SCc2ccc(F)cc2)nc2ccncc21	40	-3%
COCCNC(=O)c1ccc2c(c1)N(Cc1cc(C)ccc1C)C(=O)c1ccccc1S2=O (stereo not given)	13	16%
O=C(NC1CC(=O)N(c2ccc(Cl)cc2)C1)C1CCCC1 (stereo not given)	16	1%
Cc1nn(-c2ccc(N3CCCCC3)nn2)c(C)c1CCC(=O)NCc1ccc(F)cc1	-12	27%
COc1ccc(-c2nc(CN3CCC(C(=O)NCc4ccc(C)cc4)CC3)c(C)o2)cc1OC	-8	5%
Cc1ccc(Nc2nc3ccccc3c3nnc(C)n23)cc1Cl	0	-8%
Fc1ccccc1N1CCN(c2ncnc3onc(-c4cccc(Cl)c4)c23)CC1	-36	-1%
CCCCCn1c(CCNC(=O)c2cccc(C)c2)nc2ccccc21	-25	?
Cc1ccc(NC(=O)c2ccc(N(Cc3ccccc3)S(C)(=O)=O)cc2)cc1	21	0%
Cc1cc2c(cc1S(=O)(=O)N1CCC(C(N)=O)CC1)OCC(=O)N2	0	18%
CC(C)C(NS(=O)(=O)c1ccc2c(c1)oc(=O)n2C)C(=O)N1CCN(c2cccc(Cl)c2)CC1 (stereo not given)	-12	-5%
CCCCN(CCCNC(=O)c1cc(Nc2ccc(OC)cc2OC)nc2ccccc12)Cc1ccccc1	?	0%
Nc1nc(N)c(S(=O)(=O)c2ccccc2)c(Nc2ccc(F)cc2)n1	-1	-2%
COc1ccc(Cn2ccc3nc(C)c(C(=O)N4CCN(c5ccccc5)CC4)cc3c2=O)cc1	14	18%
COc1ccc(C(=O)c2cn(Cc3cccc(C)c3)c3cc4c(cc3c2=O)OCCO4)cc1OC	-3	-4%
Cc1ccc(C)c(Cn2c(=O)n(CCC(=O)NCc3ccc4c(c3)OCO4)c(=O)c3sccc32)c1	-25	14%
O=C(Nc1nc2c(F)cccc2s1)c1ccc(S(=O)(=O)N2CCCc3ccccc32)cc1	-3	13%

# Compounds shown so far that have bromine (three):
Structure	HCMV inh	AmpC inh detg
Cc1cc(-n2ccnc(NCCc3ccc(S(N)(=O)=O)cc3)c2=O)ccc1Br	-6	-3%
Cc1noc(C)c1S(=O)(=O)Nc1ccc(C(=O)Nc2ccc(Br)cc2)cc1	-9	-1%
CC(C)(C)c1ccc(S(=O)(=O)N2CCN(C(=O)c3cc(-c4ccc(Br)cc4)n[nH]3)CC2)cc1	0	9%

# (next part)
Structure	HCMV inh	AmpC inh detg
O=S(=O)(NCCc1nnc2ccc(SCc3c(F)cccc3Cl)nn12)c1ccccc1	-31	-2%
COCCN1C(=O)c2[nH]nc(-c3c(C)cc(C)cc3O)c2C1c1cccc(O)c1 (stereo not given)	43	-5%
CCOc1ccc(CCNC(c2cccc(Cl)c2)c2nnc(-c3ccccc3)o2)cc1OCC (stereo not given)	-18	12%
O=S(=O)(Nc1ccc(-c2ccc(N3CCCC3)nn2)cc1)c1ccc(Br)cc1	-11	20%
COc1ccc(N2CCN(Cc3nc(-c4ccc(C)cc4)no3)CC2)cc1	-18	13%
Cc1ccc(CNc2nc3ccc(C)cc3n3nnnc23)cc1	-1	1%
Cc1ccc2c(CC(=O)Nc3cc(C(F)(F)F)ccc3Cl)coc2c1C	-19	15%
CCOc1cc(CNC(=O)c2cc(-c3ccccc3)n[nH]2)cc(OCC)c1OCC	-10	-10%
Cc1ccc(S(=O)(=O)N(CC(=O)NCCc2ccc(Cl)cc2)c2ccccc2C)cc1	21	0%
COCc1c(Br)c(C)nc2sc3c(=O)n(-c4cccc(Br)c4)nnc3c12	-17	3%
O=C(Nc1ccc2c(c1)OCO2)c1cc(-c2cccc(Cl)c2)on1	12	23%
COc1ccc(-c2cc3nc(C)c(CCC(=O)Nc4ccc(F)cc4F)c(C)n3n2)c(OC)c1	19	6%
Cc1ccc(NC(=O)Cn2nc(-c3ccc(Cl)cc3)c3ccccc3c2=O)cc1	-26	-2%
Cc1cc(NC(=O)n2ncc3c(C)cccc32)ccc1Br	87	23%
CC(C)OCCCNC(=O)CCCn1c(=O)[nH]c2ccsc2c1=O	-4	-6%

# High-throughput results: PubChem, National Center for Advancing Translational Sciences (NCATS)
